Source: PubChem BioAssay (Sanford-Burnham Center for Chemical Genomics)
APJ antag: APJ receptor antagonism. P35414. CHO-K1 APJ beta-arrestin complementation, luminescence. inhibition, % at 20 µM. actives 0.32% (n = 330,000). AID 2521;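 active means inhibition above about 40% at 20 µM, limit read from the data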;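 further: cells challenged with 10 nM apelin-13 agonist together with compound; plate controls were apelin-13 plus DMSO wells for no effect and DMSO wells lacking apelin-13 for full effect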
Target sequence (P35414 whole entry, looked up): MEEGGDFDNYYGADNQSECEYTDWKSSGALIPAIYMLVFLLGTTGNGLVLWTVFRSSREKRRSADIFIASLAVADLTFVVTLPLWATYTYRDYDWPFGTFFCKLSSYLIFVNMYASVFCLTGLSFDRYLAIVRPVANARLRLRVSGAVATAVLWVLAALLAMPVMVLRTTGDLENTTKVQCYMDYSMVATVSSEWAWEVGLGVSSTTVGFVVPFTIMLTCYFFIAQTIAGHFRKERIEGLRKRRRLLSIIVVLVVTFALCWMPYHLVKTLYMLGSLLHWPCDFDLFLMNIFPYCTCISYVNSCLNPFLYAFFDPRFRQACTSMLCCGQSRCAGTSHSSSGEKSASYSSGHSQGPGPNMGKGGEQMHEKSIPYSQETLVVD
NALP3 yeast inh: blocks the NALP3 inflammasome reconstituted in yeast. actives 0.39% (n = 330,000). Yeast reconstituted NLRP3/ASC/caspase-1, beta-gal luminescence, 24 h. inhibition, % at 10 µM;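 active means inhibition of 50% or more; inactive means inhibition below 50%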;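 further: plate controls were induced DMSO wells for no effect and uninduced yeast grown without galactose for full effect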
APJ agonist: APJ receptor agonism; actives 0.11% (n = 330,000); activation, % at 20 µM; P35414; CHO-K1 APJ PathHunter beta-arrestin, luminescence; 0% DMSO wells, 100% apelin;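 active means activation more than six SD over the plate average, tested at 20 µM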;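 further: 0% = DMSO alone and 100% = apelin-13 at 10 nM; some results filed as inactive read as strong as hits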
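Assay system: CHO-K1 cells stably expressing ProLink-tagged human APJ and arrestin–beta-gal acceptor. Compound dosing: 20 µM single point, 1% DMSO. Times: 16-18 h seeding, 90 min dark compound exposure, 60 min detection. Detection: beta-gal luminescence. Evaluation: APJ–arrestin association signal. Controls: negative DMSO alone, positive Apelin-13 at 10 nM.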
beta cell repl: MIN6 beta-cell proliferation induction. AID 2380. proliferation, % at 10 µM. actives 0.29% (n = 330,000). MIN6 cells proliferation, ATPlite luminescence, 48 h; cells starved in 0.2% serum; 100% = growth in 10% serum;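 active means compounds whose signal lies at least 3.5 SD above the mean of all wells on their plate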;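 further: 0% = DMSO-treated cells in low-serum medium and 100% = 10% serum control; some compounds called inactive have numbers as strong as hits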
tim23-1 inh: tim23-1 yeast growth inhibition; inhibition, % at 20 µM; AID 463212; actives 1.3% (n = 330,000); S. cerevisiae tim23-1 growth, BacTiter-Glo luminescence, 24 h;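 active means growth inhibition of the mutant yeast at or above 50%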;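 further: temperature-sensitive mutant grown at 25 °C; plate controls were DMSO-treated mutant yeast for no effect and medium wells lacking yeast for full effect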
MPTP inh: inhibitors of mitochondrial permeability transition pore; isolated mouse mitochondria, Ca2+ swelling absorbance, 30 min; inhibition, % at 10 µM; actives 1.4% (n = 360,000); AID 602449;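 active means inhibition of 50% or more, scaled per plate between neutral and stimulator controls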;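 further: 0% = DMSO wells given calcium and 100% = 1 mM EGTA wells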
tim10-1 inh: growth inhibitors of tim10-1 mutant yeast; S. cerevisiae tim10-1 ts strain growth, BacTiter-Glo, 24 h; inhibition, % at 20 µM; actives 2.2% (n = 330,000); AID 463190;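 active means inhibition of at least 40%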;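 further: mutant grown at 25 °C; 0% = DMSO wells with yeast and 100% = wells holding no yeast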
NR3A LBD binder: NR3A (human) ligand-binding domain modulation. NR3A LBD differential scanning fluorimetry, Tm shift; 0% = protein alone, 100% = glycine-bound protein. actives 2.5% (n = 340,000). Tm shift relative to glycine control, % at 25 µM;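 active means melting temperature shift of at least 10% of the positive control shift, at one fixed dose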
TIM10 inh: TIM10 yeast growth inhibition; actives 1.4% (n = 330,000); S. cerevisiae TIM10 strain growth, BacTiter-Glo luminescence, 24 h; inhibition, % at 10 µM;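 active means inhibition of 40% or more at the single tested concentration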;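 further: wild-type TIM10 isogenic control strain grown at permissive 25 °C; 0% = DMSO yeast wells and 100% = minimal medium wells without yeast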
Active calls of the source: *; nt = not tested or not shown; & = joins results of further samples.

SMILES	APJ antag	NALP3 yeast inh	APJ agonist	beta cell repl	tim23-1 inh	MPTP inh	tim10-1 inh	NR3A LBD binder	TIM10 inh
CN(C)c1nc(NS(=O)(=O)c2ccc(Cl)cc2)nc(N(C)C)n1	4	11	-5	-2	4	-2.3	14	0	-17
CC(C)COc1cccc(C(=O)N(CC(=O)Nc2ccccc2C(F)(F)F)Cc2ccco2)c1	9	18	-3	-5	28	-0.7	10	2	5
O=C(Cn1c(=O)n(CC2CCCO2)c(=O)c2ccccc21)c1ccc(Cl)c(Cl)c1 (stereo not drawn)	-4	12	-3	-3	4	-0.7	16	-10	3
Cc1ccc(NC(=O)N2CCN(c3ncccc3C(F)(F)F)CC2)cc1	3	14	-1	-1	34	1.3	25	-4	27
O=C(/C(=C/O)N=Nc1ccccc1)c1ccc(Cl)cc1	-6	8	-1	-6	79*	0.4	65*	-4	58*
Cc1ccc2cc(CN(CCO)Cc3nnnn3Cc3ccc(F)cc3)c(=O)[nH]c2c1	19	13	-4	-4	10	0.5	13	-3	-2
O=S(=O)(c1ccc(NCC2CCCCC2)nc1)N1CCOCC1	-16	13	-4	-3	14	-1.2	13	-2	5
c1cncc(Nc2nc(-c3cccnc3)cs2)c1	7	9	-5	0	-2	-4.6	-9	0	-3
CCC1CCCCN1C(=O)COC(=O)c1cc(=O)[nH]c2ccccc12 (stereo not drawn)	0	-10	-3	0	19	-1.4	13	-2	4
S=C(Nc1ccccc1Cl)NC1CCCCCC1	-8	19	-1	-2	37	-0.3	-5	-1	26
O=C(CSc1ncnc2c1oc1ccccc12)Nc1ccccc1C(F)(F)F	3	23	-2	7	8	-1.6	11	-1	-8
COC(=O)c1c(CSc2ccc(Cl)cc2)noc1C(=O)NCc1ccco1	12	21	-4	-5	12	-1.2	29	-8	10

Laid out differently: results already given
CN(C)c1nc(NS(=O)(=O)c2ccc(Cl)cc2)nc(N(C)C)n1
  APJ antag: 4; NALP3 yeast inh: 11; APJ agonist: -5; beta cell repl: -2; tim23-1 inh: 4; MPTP inh: -2.3; tim10-1 inh: 14; NR3A LBD binder: 0; TIM10 inh: -17
O=S(=O)(c1ccc(NCC2CCCCC2)nc1)N1CCOCC1
  APJ antag: -16; NALP3 yeast inh: 13; APJ agonist: -4; beta cell repl: -3; tim23-1 inh: 14; MPTP inh: -1.2; tim10-1 inh: 13; NR3A LBD binder: -2; TIM10 inh: 5
Cc1ccc2cc(CN(CCO)Cc3nnnn3Cc3ccc(F)cc3)c(=O)[nH]c2c1
  APJ antag: 19; NALP3 yeast inh: 13; APJ agonist: -4; beta cell repl: -4; tim23-1 inh: 10; MPTP inh: 0.5; tim10-1 inh: 13; NR3A LBD binder: -3; TIM10 inh: -2
c1cncc(Nc2nc(-c3cccnc3)cs2)c1
  APJ antag: 7; NALP3 yeast inh: 9; APJ agonist: -5; beta cell repl: 0; tim23-1 inh: -2; MPTP inh: -4.6; tim10-1 inh: -9; NR3A LBD binder: 0; TIM10 inh: -3

Additional records follow:
SMILES	APJ antag	NALP3 yeast inh	APJ agonist	beta cell repl	tim23-1 inh	MPTP inh	tim10-1 inh	NR3A LBD binder	TIM10 inh
COc1cccc(CNC(=O)Cn2ccc3cc(S(=O)(=O)N4CCCCCC4)ccc32)c1	-9	7	1	0	6	0.3	12	-7	8
CCN(CC)CCNC(=O)C(=O)NCC1OCCN1S(=O)(=O)c1ccc([N+](=O)[O-])cc1 (stereo not drawn)	-44	6	3	-1	1	0.9	6	-2	2
COc1ccc(CNC(=O)C2CCC(CNc3c(N4CCOCC4)c(=O)c3=O)CC2)cc1 (stereo not drawn)	15	23	-1	-1	-1	-0.9&-1.1	-13	-1&0	-2
COc1ccc(S(=O)(=O)NC(C)C(=O)N2CCCC2)cc1C (stereo not drawn)	-9	7	-1	-2	-10	0.0	6	4	8
O=C(CSc1n[nH]c(-c2ccccc2)n1)Nc1ccc(F)cc1F	5	19	6	-4	6	1.0	13	8	-7
Cc1ccc(-n2nc(C)c(NC(=O)COC(=O)c3ccccc3NCCO)c2C)cc1	-6	6	-5	-3	-5	-0.3	-5	-2	-7
CCOC(=O)CN(C(=O)CSc1nnc(CNc2ccc(F)cc2)n1CC)c1ccc(F)cc1	12	6	-9	-1	-2	0.4	19	-4	-10
Cn1cc(CN2CC3C[C@@H]4CC2C[C@H](C3)C4)c(-c2ccc3c(c2)OCCO3)n1	12	22	-1	5	1	0.5	-10	-2	-7
O=C(COc1ccccc1F)NNC(=O)c1cccc(-n2cccc2)c1	-37	16	-5	0	11	2.1	-23	2	3
O=C(CN1C(=O)NC2(CCCc3ccccc32)C1=O)NCCc1ccc(F)cc1 (stereo not drawn)	-2	2	-4	-1	9	-0.9	15	0	0
COc1ccc(N(C(=O)c2cccnc2)S(=O)(=O)c2ccc(OC)c(OC)c2)cc1	14	8	-2	-1	21	-0.6	13	-1	1
Cc1c(NC(=S)NC(=O)c2cccc([N+](=O)[O-])c2)c(=O)n(-c2ccccc2)n1C	7	16	0	0	-13	0.4	4	2	-3
Cc1ccc(OCCn2cc(/C=C(\C#N)C(=O)NCC3CCCO3)c3ccccc32)cc1C (stereo not drawn)	3	19	-2	-1	23	1.3	20	-5	18
CC(C)[C@H](NC(=O)NC1CCN(Cc2ccccc2)CC1)C(=O)O	-4	11	-1	-3	13	1.3	-2	0	-4
CCC(C)CCN1CCN=C1Nc1ccccc1 (stereo not drawn)	-44	5	-8	-3	-7	1.3	-10	1	-7
NS(=O)(=O)c1ccc(CCNC(=O)COC(=O)Cc2c(F)cccc2Cl)cc1	-6	15	-2	4	7	1.2	4	0	-6
Cc1ccc(S(=O)(=O)N2CCN(Cc3csc(C)n3)CC2)cc1	7	15	-2	2	-6	-2.0	-9	1	1
CC(=O)c1c(C(C)=O)c(C)n(-c2cccc([N+](=O)[O-])c2)c1C	5	11	-1	0	11	-1.6	-1	0	1
O=C(O)CCC(=O)Nc1ccccc1Oc1ccccc1	5	14	-2	4	6	-0.2	4	-2	11
Cc1ccccc1CCN(C(=O)c1csnn1)C(C(=O)NC1CCCC1)c1ccncc1 (stereo not drawn)	4	-1	1	2	18	0.4	8	4	6
Cc1n[nH]c(=S)n1/N=C/c1ccc(Br)o1	-19	20	-4	1	19	-1.1	18	0	6
CC(C)c1ccc(OCC(=O)Nc2cccc3c2CCCC3)cc1	-10	7	3	-2	8	0.0	23	1	13
O=C(CSc1nnc(-c2ccc(F)cc2)o1)Nc1ccccc1N1CCOCC1	6	-15	-2	-1	28	-1.4	40*	0	37
Cc1ccc2c(c1)c1c(n2CC(O)Cn2ccnc2C)C(=O)CCC1 (stereo not drawn)	-30	6	-3	-1	1	4.5	20	-1	-21
CC1CCc2c(sc(NC(=O)Cn3nc(C(F)(F)F)c4c3CCCCC4)c2C#N)C1 (stereo not drawn)	18	10	-4	-3	16	16	-1	16*	0
COc1cc(OC)cc(-c2cc3nc(C)cc(N4CCN(C(=O)c5ccco5)CC4)n3n2)c1	-1	10	1	-5	4	nt	12	nt	26
COc1cc(NC(=O)COc2cc(O)c3c(c2)OC(C)(C)CC3=O)cc(OC)c1OC	2	10	7	-6	32	99*	29	0	4
CC(NC(=O)Cn1cccc1C(=O)c1ccccc1)c1ccccc1 (stereo not drawn)	-7	1	-6	3	23	-0.6	31	0	-1
CCCCn1c(N)c(N(CCOC)C(=O)C2CC(=O)N(c3cccc(SC)c3)C2)c(=O)[nH]c1=O (stereo not drawn)	20	11	-4	1	-14	-1.1	-4	0	0
C[C@H](CO)N1C[C@H](C)[C@@H](CN(C)S(=O)(=O)c2cccs2)Oc2c(NC(=O)Nc3ccccc3)cccc2C1=O	14	7	-2	-3	4	2.3	-11	-5	-1
CC(C)CNC(=O)COc1ncnc2ccccc12	-34	12	-5	-1	5	3.4	6	-1	2
COc1ccc(CNC(=O)c2cccc(NC3=NC4CS(=O)(=O)CC4S3)c2)cc1 (stereo not drawn)	7	-4	1	1	12	0.2	9	-1	-2
CC1(C)CC(=O)C2=C(C1)OC(N)=C(C#N)C2c1ccc2c(c1)OCO2 (stereo not drawn)	4	22	-1	3	10	0.1	5	-1	6
CC(OC(=O)c1cc(=O)[nH]c2ccccc12)c1ccccc1 (stereo not drawn)	-4	11	-3	-1	18	1.1	-15	-6	8
CC1CC(C)CN(C(=O)c2ccccc2Nc2ccc(SC(F)F)cc2)C1 (stereo not drawn)	15	2	-3	-6	20	2.1	25	-3	31
O=C(c1ccccc1OC(F)F)N1CCN(S(=O)(=O)c2ccc3c(c2)OCCCO3)CC1	22	-6	-3	2	25	0.6	18	0	0
Cc1ccccc1C(=O)Nc1ccc(C(=O)N/N=C/c2ccc(F)cc2)cc1	-8	5	-1	1	1	0.7	-4	26*	18
O=S(=O)(c1ccccc1C(F)(F)F)N1CCN(c2ncnc3sccc23)CC1	-1	12	-1	-5	41	19	-21	-4	13
Cn1cc(/C=N/NC(=O)c2ccc(C#N)cc2F)c2ccccc21	7	8	-6	1	19	0.5	29	-8	11
CCOC(=O)c1c(N)sc(C(=O)N(CC)CC)c1C	11	2	-2	-3	10	0.6	18	-3	-7
Cc1ccc(C2CC(c3ccccc3)n3ncnc3N2)cc1 (stereo not drawn)	-38	4	-5	0	20	0.1	20	-3	8
COC(=O)C1=C(COc2ccccc2)NC(=O)NC1c1ccc(Cl)cc1 (stereo not drawn)	6	14	-1	-3	17	nt	19	-2	11
O=C(N/C(=C\c1ccc2c(c1)OCO2)C(=O)N1CCOCC1)c1cccs1	24	3	-5	-1	-9	-3.2	1	2	0
CCCn1cc(S(=O)(=O)c2ccccc2)c(=O)c2cc(F)c(N3CCN(C)CC3)cc21	-5	4	-7	-2	-3	0.4	-5	-2	5
COc1ccc2[nH]c(C)c(CCN(Cc3cccs3)C(=S)Nc3ccccc3)c2c1	-37	7	-3	-6	25	0.9	30	-1	10
O=C(CNC(=O)c1sc2ccccc2c1Cl)NCc1cccnc1	11	16	2	3	-7	-1.0	3	-1	-15
Cc1cccc(-n2cnc3cc(C(=O)N4CCCCC4)ccc32)c1	11	5	-3	-1	35	-1.3	26	-1	12
CCCN1CCN(CCCNC(=O)C2CCN(c3nnc(-n4c(C)ccc4C)s3)CC2)CC1	3	3	0	1	5	0.7	13	-3	-6
CC(C)CN1C(=O)C(=O)N(CC(=O)NCc2ccc3c(c2)OCO3)C1=O	-8	-7	-3	-1	-2	4.0	4	0	17
COc1ccccc1C(=O)Nc1cc2ccccc2oc1=O	16	26	-4	0	14	-4.5	7	0	6
O=C1c2ccccc2S(=O)(=O)N1Cc1c(F)cccc1Cl	8	-15	-2	0	-10	-0.3	-10	1	4
CCn1c(=O)c(C(=O)CN2CCN(S(=O)(=O)c3cc(C)ccc3C)CC2)c(N)n(Cc2ccccc2)c1=O	5	-1	-3	-5	12	3.3	10	-3	4
CNC(C)C#Cc1ccc2sc3cc(OC)c(OC)cc3c(=O)c2c1 (stereo not drawn)	-9	-5	1	-8	36	nt	43*	nt	21
CC1CCc2c(nc3ncnn3c2N2CCN(c3ccccc3)CC2)C1 (stereo not drawn)	12	23	-2	0	20	1.9	20	-3	17
Cc1nn(-c2ccc(F)cc2)c(C)c1CN1CCN(CCc2ccccc2)C(CCO)C1 (stereo not drawn)	1	17	-3	-1	17	3.5	-3	-2	9
O=C(C1CCCC1)N1CCC(CC2CC(c3cccc(Br)c3)=NO2)(C(=O)NCC2CCCCC2)CC1 (stereo not drawn)	-36	13	1	-8	11	1.5	-11	1	-7
CCOC(=O)CCNC(=O)Nc1ccc2nc(C)n(Cc3cccc(Cl)c3)c(=O)c2c1	3	13	7	2	8	1.1	13	-4	6
NC(=O)c1c(NC(=S)Nc2ccc(F)cc2)sc2c1CCCC2	20	20	-1	-4	16	-0.3	17	-6	-3
